TrxR1 substrate: rat thioredoxin reductase 1 substrate activity; O89049; purified TrxR1 substrate turnover, NADPH consumption readout; Potency, µM (highest dose often 114 µM), for inactives: at the top dose activity change, negative = substrate turnover; hit rate 0.01% among 390,000; AID 588456; also: % is scaled to controls: 0 for no effect and ±100 for the full control effect; nearly all actives have a fitted effect of over 50% in size
Target sequence (O89049 whole entry, looked up): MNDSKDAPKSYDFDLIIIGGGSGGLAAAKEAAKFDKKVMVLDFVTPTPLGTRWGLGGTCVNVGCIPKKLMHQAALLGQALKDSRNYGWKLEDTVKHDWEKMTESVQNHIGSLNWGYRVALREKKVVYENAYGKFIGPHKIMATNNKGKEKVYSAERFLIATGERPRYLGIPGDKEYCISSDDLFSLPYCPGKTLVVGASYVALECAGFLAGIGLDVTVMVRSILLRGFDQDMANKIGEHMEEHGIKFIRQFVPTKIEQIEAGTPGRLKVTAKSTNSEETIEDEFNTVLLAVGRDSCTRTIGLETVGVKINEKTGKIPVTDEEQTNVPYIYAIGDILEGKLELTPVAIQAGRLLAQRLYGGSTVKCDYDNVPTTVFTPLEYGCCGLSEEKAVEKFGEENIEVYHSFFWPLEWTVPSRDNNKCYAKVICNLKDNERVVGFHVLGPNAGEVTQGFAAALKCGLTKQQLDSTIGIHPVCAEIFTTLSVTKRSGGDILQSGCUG
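Rat TrxR1, dispensed at 90 nM, was prereduced with 400 uM NADPH (final) for 5 min at ~22 deg C, then incubated with compound 15 min before 400 uM selenite. A first-read NADPH fluorescence drop versus no-compound background flagged substrates.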
RXFP1 agonist: RXFP1 (human) receptor agonism | Q9HBX9 | HEK293T-RXFP1 cAMP TR-FRET, 30 min; response scale: percent of porcine relaxin response, buffer zero | Potency, µM (top dose mostly 57.5 µM), for inactives: top-dose activation, actives largely listed as activators | hit rate 0.3% among 370,000 | AID 2676; also: % is scaled to controls: 0 for no effect and ±100 for the full control effect; nearly all actives have a fitted effect of over 60% in size; many of its hits are not listed in these tables
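HEK293 cells stably expressing RXFP1, treated 30 min at 37C with compounds plus PDE4 inhibitor Ro 20174; cAMP measured by HTRF TR-FRET. Normalized to buffer and 29 nM porcine relaxin; EC50 by Hill fit.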
Vif-A3G inh: Vif-A3G binding inhibition; Q9HC16; HeLa A3G-eYFP + Vif (tagged APOBEC3G with the HIV-1 protein that degrades it), YFP fluorescence, overnight; Potency, µM (highest dose often 46.1 µM), for the others: at the top dose activity, negative = active, most hits filed as inhibitors; hit rate 0.076% among 410,000;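 also: % is scaled to controls: 0 for no effect and ±100 for the full control effect; nearly all actives have a fitted effect of over 60% in size; hits raise eYFP signal because A3G escapes Vif-driven loss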
Target sequence (Q9HC16 whole entry, looked up): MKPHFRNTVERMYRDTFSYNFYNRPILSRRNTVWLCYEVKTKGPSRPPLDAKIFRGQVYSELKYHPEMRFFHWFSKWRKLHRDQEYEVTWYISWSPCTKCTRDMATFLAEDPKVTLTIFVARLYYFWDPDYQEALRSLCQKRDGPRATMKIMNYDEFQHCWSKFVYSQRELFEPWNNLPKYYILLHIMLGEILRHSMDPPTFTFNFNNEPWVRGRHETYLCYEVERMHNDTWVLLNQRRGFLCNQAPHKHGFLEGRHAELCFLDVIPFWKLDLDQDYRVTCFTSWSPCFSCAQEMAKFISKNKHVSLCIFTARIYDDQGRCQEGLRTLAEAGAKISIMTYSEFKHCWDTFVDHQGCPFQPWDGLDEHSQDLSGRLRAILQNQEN
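HeLa cells stably expressing Vif and C-terminally eYFP-tagged A3G, seeded overnight at 37 deg C, then exposed to compound by pintool overnight at 37 deg C. Rise in yellow fluorescence (Ex 488/Em 500-530, Acumen) marks blocked Vif-driven A3G degradation.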
rTrxR1 inhibitor: blocks rat thioredoxin reductase 1. AID 588453. Potency, µM (doses to about 114 µM), for the others: at the top dose activity change, negative = inhibition, usual class: inhibitors. recombinant rTrxR1, NADPH fluorescence consumption, selenite substrate. hit rate 1% among 390,000. O89049; also: % is scaled to controls: 0 for no effect and ±100 for the full control effect; nearly all actives have a fitted effect of over 65% in size
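Rat TrxR1 (90 nM in the dispensed reagent) was pre-reduced with 400 uM NADPH for 5 min at room temperature, then incubated with compound for 15 min. After 400 uM selenite was added, NADPH fluorescence (Ex 340/Em 450 nm) was followed for 8 min.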
RGS4 inh: inhibitors of human regulator of G protein signaling 4; hit rate 0.039% among 390,000; Transcreener GDP fluorescence polarization, RGS4-accelerated GTP hydrolysis; P49798; Potency, µM (highest dose often 114 µM), inactives show at the highest dose activity change, negative = inhibition, most hits filed as inhibitors; also: % is scaled to controls: 0 for no effect and ±100 for the full control effect; nearly all actives have a fitted effect of over 75% in size; some results filed as inactive show a strong effect at the top dose
Target sequence (P49798 whole entry, looked up): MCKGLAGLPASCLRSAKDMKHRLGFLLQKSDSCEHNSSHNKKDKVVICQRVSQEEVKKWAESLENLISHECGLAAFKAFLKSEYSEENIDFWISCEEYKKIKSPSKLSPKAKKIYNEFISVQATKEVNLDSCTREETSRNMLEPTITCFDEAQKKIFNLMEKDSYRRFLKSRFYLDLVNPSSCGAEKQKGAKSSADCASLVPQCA
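MLSMR compounds (23 nl, pin-transferred) preincubated 10 min at room temperature with a 500nM (2x) first reagent, then RGS4 at 900nM (2x) plus Transcreener GDP mix added; fluorescence polarization (620/688 nm) read before and after 90 min at 30 °C.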
Vif-A3F inh: blocks the Vif interaction with APOBEC3F; HeLa A3F-eYFP + Vif (tagged APOBEC3F with the HIV-1 protein that degrades it), YFP fluorescence increase; Potency, µM (highest dose often 46.1 µM), without a hit: at the top dose activity, negative = active; hit rate 0.2% among 390,000; AID 602313; also: % of control where 0% means no effect; nearly all actives have a fitted effect of over 65% in size
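HeLa cells stably expressing A3F-eYFP plus Vif, plated and incubated overnight at 37 deg C, then exposed to compounds overnight at 37 deg C. Blocked degradation read as raised yellow fluorescence (Ex 488/Em 500-530).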
USP1 inh: USP1/UAF1 (human) deubiquitinase inhibition; O94782; AID 743255; recombinant USP1/UAF1, Ub-Rhodamine cleavage fluorescence; hit rate 0.23% among 390,000; Potency, µM (titrated, usually from 57.1 µM), for inactives: top-dose activity change, negative = inhibition, usual class: inhibitors; also: % is scaled to controls: 0 for no effect and ±100 for the full control effect; nearly all actives have a fitted effect of over 60% in size; inactives centre near -12
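USP1/UAF1 complex at 1 nM was preincubated with compound for 15 min at room temperature, then Ub-Rho substrate (150nM final) was added. Fluorescence (480/540 nm) was read kinetically, 6 reads every 60 seconds.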
IDH1 R132H inh: blocks human mutant IDH1 R132H enzyme; O75874; IDH1-R132H enzyme, NADPH consumption, diaphorase/resazurin fluorescence; Potency, µM (top dose mostly 76.6 µM), inactives show top-dose activity change, negative = inhibition, usual class: inhibitors; hit rate 0.093% among 390,000; also: % is scaled to controls: 0 for no effect and ±100 for the full control effect; nearly all actives have a fitted effect of over 65% in size
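IDH1-R132H (0.5 ug/mL) preincubated 30 min with compound, then NADPH (0.016 mM) and alpha-KG (2 mM) added; 80 min at RT, pH 7.5. Remaining NADPH coupled via diaphorase/resazurin to fluorescence (540/590 nm); concentration-response curves normalized to no-enzyme control.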
12-LOX inh: ALOX12 (human) lipoxygenase inhibition | hit rate 1.1% among 580,000 | purified 12hLO, xylenol orange hydroperoxide absorbance | Potency, µM (series often up to 108 µM), inactives show top-dose activity change, negative = inhibition, most hits filed as inhibitors | P18054; also: % is scaled to controls: 0 for no effect and ±100 for the full control effect
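Purified human 12hLO at 150 nM in 25 mM Hepes, 0.01% Triton X-100, pH 7.0, preincubated 15 min at room temperature with compound. Reaction started with 40 uM arachidonic acid, 30 min at room temperature. Hydroperoxide measured by Fe-xylenol orange, 573/405 nm absorbance ratio.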
An asterisk follows results filed as active; ? = inconclusive; . = no result given; & = joins results of further samples; [ ] = remark or other dose. Calls follow the shape of the dose curve; as a rule, active = well fitted curve in the direction sought with a large enough effect; inconclusive = small, poorly fitted or top-dose-only effect, or another doubt; inactive = no such curve, though single readings can be large; an effect the other way counts as inactive or inconclusive. Potency is read from the fitted curve at half-maximal effect.

The opening two entries (preview)
SMILES	TrxR1 substrate	RXFP1 agonist	Vif-A3G inh	rTrxR1 inhibitor	RGS4 inh	Vif-A3F inh	USP1 inh	IDH1 R132H inh	12-LOX inh
O=C(Nc1ccc(Cl)cc1)Nc1nnc(-c2ccncc2)s1	-5.4%	-0.5%	0.4%	-11.9%	-13.1%	-7.7%	-15.2%	-5.4%	-13.4%
CC(C)CNC(=S)N1CCN(C)CC1	-6.2%	0.2%	0.9%	-10.2%	-26.4%	4.4%	-5.6%	9.3%	?

The list itself, repeating the preview:
SMILES	TrxR1 substrate	RXFP1 agonist	Vif-A3G inh	rTrxR1 inhibitor	RGS4 inh	Vif-A3F inh	USP1 inh	IDH1 R132H inh	12-LOX inh
O=C(Nc1ccc(Cl)cc1)Nc1nnc(-c2ccncc2)s1	-5.4%	-0.5%	0.4%	-11.9%	-13.1%	-7.7%	-15.2%	-5.4%	-13.4%
CC(C)CNC(=S)N1CCN(C)CC1	-6.2%	0.2%	0.9%	-10.2%	-26.4%	4.4%	-5.6%	9.3%	?
COc1ccc2c(c1OC)C(=O)OC2Nc1nc(-c2cccc([N+](=O)[O-])c2)cs1 (stereo not given)	4.3%[57.1 µM]	-0.4%	0.6%	-1.7%[57.1 µM]	-2.7%	10.3%	7.5%	3.1%	-19.0%
O=C(NC(=S)Nc1cccc(Cl)c1)c1cncc(Br)c1	4.9%[57.1 µM]	.	0.4%	0.1%[57.1 µM]	-16.7%	1.7%	-4.3%	4.8%	?
CC(=NNC(=S)Nc1ccccc1Cl)c1ccccn1	1.8%[11.4 µM]	.	?	-30.9%[11.4 µM]	?	5.2%	-12.7%	0.5%	?
CCOC(=O)Cc1csc(/C(=N/O)C(N)=O)n1	14.7%	2.4%	0.7%	35.2%	7.6%	-1.0%	-11.0%	5.9%	12.2%
COc1ccccc1N1CCN(C(=O)C(C)CS(=O)(=O)c2ccc3c(c2)NC(=O)CS3)CC1 (stereo not given)	-0.8%	-1.6%	3.9%	27.1%	6.2%	6.2%	-7.2%	2.1%	-21.2%
COc1ccc2nc(NC(=O)CC3Oc4ccccc4NC3=O)sc2c1 (stereo not given)	-3.9%	0.0%	-7.5%	13.8%	6.0%	0.1%	-1.9%	6.1%	-8.6%
CCN1C(=O)/C(=C2/Sc3ccc(OC)cc3N2C)SC1=Nc1cccc(O)c1	5.5%	3.5%	10µM*	24.6%	-1.4%	?	-22.0%	1.6%	12.8%
Cn1c2ccccc2c(=O)c2cc(C#CC3=CCCCC3)ccc21	141.2%[activator]	7.3%	2.7%	?	?	-7.8%	?	9.2%	-27.8%
CCc1ccc(CN(C)C(=O)c2cc(COc3cccc(C(F)(F)F)c3)on2)nc1	-5.3%	1.0%	0.8%	7.9%	-28.0%	0.7%	-17.0%	17.0%	41.5%[activator]
Cc1ccccc1-n1c(SCC(=O)c2c(N)n(C)c(=O)n(C)c2=O)nnc1-c1cccnc1	0.5%	1.2%	-3.6%	20.5%	11.8%	0.2%	-12.5%	-8.7%	-11.9%
Oc1c(Cl)cc(Cl)cc1C1Nc2ccccc2-n2cccc21 (stereo not given)	0.5%[57.1 µM]	6.4%	0.3%	14.5%[57.1 µM]	-16.0%	-4.1%	-16.3%	7.3%	191.5%[activator]
O=C(O)C1CCCN1S(=O)(=O)c1ccc(Br)cc1 (stereo not given)	-1.4%	0.7%	-0.8%	11.9%	-15.7%	-18.8%	-12.5%	-9.0%	45.2%[activator]
O=C(O)c1cc2c(cc1Br)OCCCO2	17.6%	6.0%	0.9%	8.6%	-28.4%	-1.2%	-3.5%	4.6%	1.5%
COC(=O)c1ccc(NC(=O)C2CCN(c3ncnc4c3nc3n4CCCCC3)CC2)cc1	2.7%	4.0%	4.9%	9.9%	-11.3%	0.2%	-4.7%	-0.6%	-8.1%
CCOC(=O)N1CCN(C(=O)Nc2ccc3nccnc3c2)CC1	11.8%	1.4%	-1.6%	3.4%	-22.5%	-13.1%	-7.7%	-0.1%	10.0%
Cc1[nH]nc2c1C(c1ccc(N(C)C)cc1)C1=C(CC(C)(C)CC1=O)N2 (stereo not given)	-10.8%	-0.9%	-8.0%	-10.2%	-5.1%	3.3%	-21.3%	-10.7%	32.1%[activator]
Cn1cc(S(=O)(=O)c2cccc(Cl)c2)c(=O)c2cc(F)c(N3CCCCCC3)cc21	34.6%	1.2%	7.2%	55.4%[activator]	3.4%	-3.3%	-20.3%	?	2.7%
O=C(Cn1cnc([N+](=O)[O-])c1)Nc1cc(Oc2ccc(Cl)cc2Cl)cc([N+](=O)[O-])c1	3.6%	1.2%	-6.8%	8.4%	-32.5%	-5.8%	-23.1%	2.6%	63.4%
CCCCN1C(=O)C(O)(c2c(C)[nH]c3ccccc23)c2cc(Br)ccc21 (stereo not given)	-6.4%	-0.2%	.	8.8%	-4.4%	.	-12.1%	.	-15.7%
Cc1ccc(C2CC(=O)N(Cc3ccccc3F)c3c2c(C)nn3-c2nc(C)cc(C)n2)cc1 (stereo not given)	-4.7%	2.9%	-6.4%	22.8%	8.2%	-10.6%	-16.2%	9.1%	-10.1%
CCC(C)NC(=O)c1sc2nc(C)c(C(=O)Nc3ccc(C)cc3C)c(-c3ccccc3Cl)c2c1N (stereo not given)	12.6%	4.9%	-0.5%	32.4%[activator]	14.3%	1.3%	-27.6%	-2.7%	8.5%
O=S(=O)(Nc1ccc(O)c(NS(=O)(=O)c2ccccc2)c1)c1ccccc1	2.8%	3.0%	-7.1%	?	-11.0%	-3.1%	-19.2%	3.6%	?
COc1ccc(C(=O)Nc2c(F)c(F)c(F)c(F)c2F)c(OC)c1	-8.3%	2.4%	-0.4%	-1.6%	1.0%	-16.2%	-2.8%	-1.0%	-8.1%
COCC(=O)N(C)C[C@H]1N[C@@](Cc2ccccc2)(C(=O)OC)[C@H]2C(=O)N(C)C(=O)[C@@H]12	6.7%	.	-2.4%	16.4%	7.2%	3.2%	-27.5%	9.0%	?
COc1ccccc1C(=O)NCC(c1ccc(N(C)C)cc1)N1CCc2ccccc21 (stereo not given)	-3.3%[57.1 µM]	1.9%	4.5%	-11.7%[57.1 µM]	-16.8%	-0.5%	-0.2%	13.8%	-8.7%
O=C(CSc1ncnc2ccccc12)c1cccs1	-4.1%	7.8%	-9.8%	8.8%	-53.4%	-25.3%	-15.5%	-10.3%	-29.3%
O=C(O)c1ccc(N/N=C/c2cn(-c3ccccc3)nc2-c2cccs2)cc1	7.5%[57.1 µM]	0.6%	-1.3%	0.7%[57.1 µM]	-38.7%	-15.1%	-17.7%	-3.2%	?
COc1ccccc1NC(=O)Cn1c(=O)n(CCc2c[nH]c3ccccc23)c(=O)c2cccnc21	2.0%	-0.7%	-6.1%	21.1%	-8.7%	-4.0%	-4.8%	3.2%	10.6%[57.4 µM]
CCNC(=O)c1ccc(CSc2nc3ccncc3n2Cc2ccc(F)cc2)cc1	-0.1%	-0.8%	-10.0%	0.7%	-9.7%	1.7%	-4.3%	24.0%	-17.0%
Cc1cccc(N2CCN(Cc3ccc(Br)o3)CC2)c1C	4.3%	0.0%	0.5%	7.6%	-2.3%	-4.5%	-8.6%	12.7%	0.562µM*
Cc1c(NC(=O)c2ccc(=O)oc2)c(=O)n(-c2ccccc2)n1C	-16.4%	1.8%	-1.9%	-27.1%	18.6%	-16.8%	4.4%	-0.2%	0.0%
O=C1NC(=O)c2cc3ccccc3cc21	105.1%[activator]	2.5%	5.1%	34.8%	-5.1%	5.6%	-16.5%	4.6%	31.6%[activator]
Cc1ccc(S(=O)(=O)N2CCN(C(=O)COc3ccc(NC(=O)c4ccco4)cc3)CC2)cc1	10.5%[57.1 µM]	1.3%	0.4%	3.1%[57.1 µM]	9.6%[11.4 µM]	9.0%	-13.7%	-3.5%	82.9%[activator]
Clc1ccc(C(Cn2ccnc2)OCc2c(Cl)cccc2Cl)c(Cl)c1 (stereo not given)	6.0%	3.2%	-8.6%	11.6%	13.9%	6.2%	-21.1%	?	-15.6%
COc1ccc(N2CC(NS(=O)(=O)c3cccnc3)CC2=O)cc1OC (stereo not given)	-4.7%	2.0%	0.4%	-8.7%	-15.6%	1.6%	-5.1%	1.3%	-26.7%
Cc1ccccc1OCC(=O)NNC(=O)Nc1ccccc1	3.5%	-0.8%	-8.1%	23.0%	18.4%	-0.1%	-23.3%	12.4%	5.6%
COC(=O)c1sc2ccccc2c1-n1cccc1C(=O)C(=O)Nc1ccc(C)cc1	6.7%[57.1 µM]	0.5%	-4.8%	8.0%[57.1 µM]	13.9%	-0.1%	-16.1%	1.8%	60.9%[activator]
Cn1c(=O)c2[nH]c(CCc3ccncc3)nc2n(C)c1=O	-7.4%	.	2.3%	-7.2%	-28.6%	7.9%	-21.3%	-5.6%	0.4%
Cc1cc(CNC(=O)C2(C(F)(F)F)C/C(=C\Cc3ccccc3)CCCO2)nn1C (stereo not given)	12.2%&2.6%	.	2.9%&4.8%	23.9%&1.2%	-5.4%&30.5%	-0.9%	-28.8%	-1.1%	?

Source: PubChem (National Center for Advancing Translational Sciences (NCATS))

The list is partial; the hit share may differ from the screen's.
